Screening results deposited in PubChem by several laboratories.
FXN GAA850 act: FXN promoter activators, primary screen, cell-based, luciferase luminescence, HEK293 lucGAA850; HEK293 lucGAA850 FXN promoter luciferase reporter, 24 h; percent of 10 µM SAHA response; activation, % at 6 µM; 360,000 tested, 0.56% active; AID 540364, 2011;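 active = activation above the average of all compounds screened plus 3 SD, cutoff fixed separately per campaign, cut at about 7.5% in these data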;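 also: 0% = DMSO wells and 100% = 10 µM SAHA wells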
PLC-beta3 inh: human PLC-beta3 inhibitors, primary screen, biochemical, fluorescence; 1-phosphatidylinositol 4,5-bisphosphate phosphodiesterase beta-3 (Homo sapiens), Q01970; Purified PLC-beta3, fluorogenic substrate; inhibition, % at 12.2 µM; 370,000 tested, 0.18% active; AID 720704, 2013; in the data active = inhibition above about 11%;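 also: 0% = median of compound wells on plate and 100% = full blocker control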
DAX1 inh-1: DAX1 (NR0B1) inhibitors on StAR promoter, primary screen, cell-based, luminescence, SF-1 (NR5A1), full-length DAX-1 | 370,000 tested, 1.1% active | HEK293T StAR-luciferase reporter, SF-1/DAX-1 repression relief | inhibition, % at 6.8 µM | AID 652010, 2013;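 active = inhibition above the mean over all tested compounds plus 3 SD, cut at about 3.6% in these data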;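 also: 0% = DAX-1 cells with DMSO and 100% = cells lacking DAX-1 with DMSO; higher inhibition means more luminescence from relief of DAX-1 repression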
NR1D1 modulator: modulators of Rev-erb alpha DNA binding, primary screen, biochemical, FITC-DNA, fluorescence polarization, uHTS | Nuclear receptor subfamily 1 group D member 1 (Homo sapiens), P20393 | Rev-erbα–FITC-DNA binding, 90 min | activity, % at 10 µM | 370,000 tested, 0.79% active | AID 1259318, 2017;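 active = activity above about 14%, limit read from the data; passing the limit was not always enough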;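 also: 0% = DMSO wells with 35 nM protein and 100% = DMSO wells with 750 nM protein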
Target sequence (P20393 whole entry, looked up): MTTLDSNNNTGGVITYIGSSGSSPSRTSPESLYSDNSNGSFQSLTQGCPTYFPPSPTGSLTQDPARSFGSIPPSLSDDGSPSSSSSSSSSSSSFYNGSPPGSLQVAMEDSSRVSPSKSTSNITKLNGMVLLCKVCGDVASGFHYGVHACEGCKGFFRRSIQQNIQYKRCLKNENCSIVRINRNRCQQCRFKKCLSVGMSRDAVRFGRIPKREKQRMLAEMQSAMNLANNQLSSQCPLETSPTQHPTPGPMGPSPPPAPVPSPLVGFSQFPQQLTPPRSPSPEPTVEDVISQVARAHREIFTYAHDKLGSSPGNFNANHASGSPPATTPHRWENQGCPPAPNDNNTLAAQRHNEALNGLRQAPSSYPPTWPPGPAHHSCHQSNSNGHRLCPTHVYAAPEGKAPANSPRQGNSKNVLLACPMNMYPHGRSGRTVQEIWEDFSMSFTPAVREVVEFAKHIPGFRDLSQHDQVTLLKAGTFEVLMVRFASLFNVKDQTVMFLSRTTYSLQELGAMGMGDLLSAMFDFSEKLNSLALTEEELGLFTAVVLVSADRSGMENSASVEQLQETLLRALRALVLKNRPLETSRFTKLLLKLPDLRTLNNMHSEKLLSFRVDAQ
DAX1 inh-2: DAX1 (NR0B1) inhibitors, primary screen, cell-based, HEK293, Gal4-DAX1, luciferase luminescence | Nuclear receptor subfamily 0 group B member 1 (Homo sapiens), P51843 | HEK293 Gal4-DAX1 luciferase reporter | inhibition, % at 6.75 µM | 340,000 tested, 0.99% active | AID 504766, 2011;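 active = inhibition above the mean over all tested compounds plus 3 SD, cut at about 4.2% in these data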;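 also: 0% = DAX1-transfected cells with DMSO and 100% = empty-vector control cells with DMSO; inhibition shows as a rise in luminescence from relieved DAX1 repression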
Target sequence (P51843 207-470 limits assumed): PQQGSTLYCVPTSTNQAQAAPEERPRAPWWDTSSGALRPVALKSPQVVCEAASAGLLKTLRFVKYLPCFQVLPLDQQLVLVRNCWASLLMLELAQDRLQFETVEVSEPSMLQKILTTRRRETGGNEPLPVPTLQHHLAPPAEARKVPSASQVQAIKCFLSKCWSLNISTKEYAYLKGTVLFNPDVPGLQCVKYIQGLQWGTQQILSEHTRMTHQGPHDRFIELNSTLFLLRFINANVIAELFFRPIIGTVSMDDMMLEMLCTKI
PG9 Ab binder: binders of HIV-1 gp120 antibody PG9, primary screen, biochemical, TR-FRET. TR-FRET gp120-PG9 antibody binding. inhibition, % at 6.7 µM. 360,000 tested, 0.43% active. AID 624416, 2012; in the data active = inhibition above about 8.5%
ssDAF12 agonist: S. stercoralis DAF-12 nuclear receptor activators, primary screen, cell-based, luminescence, HEK293, GRIP1 co-expression, lit1-tk-luc. Nuclear hormone receptor DAF-12 (Strongyloides stercoralis). HEK293 ssDAF-12/GRIP1 lit1-tk-luc reporter; % of 3 µM dafachronic acid response. activation, % at 6.8 µM. 370,000 tested, 1% active. AID 652126, 2013;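 active = activation above the mean over all tested compounds plus 3 SD, cut at about 0.9% in these data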;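 also: 0% = DMSO-only wells and 100% = 3 µM delta7-dafachronic acid wells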
hgDAF12 agonist: H. glycines DAF-12 receptor agonists, primary screen, cell-based, luminescence, HEK293, GAL4 fusion, UAS-luciferase; HEK293 GAL4-hgDAF12 UAS-luciferase reporter, agonist luminescence; normalized to butyrate control; Nuclear hormone receptor DAF-12 (Heterodera glycines), GAL4 fusion; AID 687014, 2013; activation, % at 6.8 µM; 370,000 tested, 1.8% active;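 active = activation above a cutoff set at the mean of all screened compounds plus 3 SD, cut at about 10% in these data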;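 also: 0% = DMSO wells and 100% = sodium butyrate wells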
SMARCA2 act: SMARCA2 (BRM) function activators, primary screen, cell-based, luminescence, high throughput; MG213 cells, MMTV-luciferase reporter, dexamethasone, overnight; activation, % at 9.1 µM; 370,000 tested, 1% active; AID 652017, 2013; in the data active = activation above about 7.8%;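 also: 0% = vehicle wells and 100% = reference activator wells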
hcDAF-12 act: H. contortus DAF-12 nuclear receptor activators, primary screen, cell-based, luminescence, HEK293, lit1-tk-luc reporter; HEK293 hcDAF-12 lit1-tk-luc reporter; 0% DMSO, 100% Δ7-dafachronic acid; activation, % at 6.8 µM; 370,000 tested, 1.4% active; AID 652067, 2013;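 active = activation above the mean of all tested compounds plus 3 SD, cut at about 5.5% in these data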;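 also: 100% = response to 3 µM Δ7-dafachronic acid high control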
sPLA2-III inh: human group III sPLA2 inhibitors, primary screen, biochemical, QFRET, BODIPY PC-A2 liposome substrate | Group 3 secretory phospholipase A2 (Homo sapiens), Q9NZ20 | 370,000 tested, 0.56% active | inhibition, % at 12.2 µM | QFRET BODIPY PC-A2 liposome hydrolysis, fluorescence;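 active = inhibition above mean plus 3 SD of compounds lying within the high and low control bounds, cut at about 19% in these data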;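 also: 0% = median of test compound wells and 100% = no enzyme DMSO wells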
Active calls of the source: *; / = not tested or not shown.

Compound,DAX1 inh-1,NR1D1 modulator,PLC-beta3 inh,SMARCA2 act,hgDAF12 agonist,DAX1 inh-2,hcDAF-12 act,sPLA2-III inh,PG9 Ab binder,ssDAF12 agonist,FXN GAA850 act
CCCC(=O)Nn1cnc2c(c1=O)C1(CCCCC1)Cc1ccccc1-2,-0.7,-1,-2,-1,-4.1,-0.2,-2.5,-13,1.3,-1.4,-1.4
CCC1=C2CC[C@H]3C(=O)N(CC(=O)OC)C(=O)[C@H]3[C@H]2[C@@]2(C)C(=NCC(=O)OC)OC(=O)N2C1=O,0.1,-4,-5,-1,0.2,0.9,-0.8,3,-1.4,-1.5,0.2
CCc1ccc(NC(=O)CN(c2ccc3c(c2)OCO3)S(=O)(=O)c2c(C)noc2C)cc1,0.5,-6,4,-1,3.0,0.7,-1.7,-4,-2.8,-0.7,-3.6
FC(F)(F)c1cccc(NC(=S)NCc2ccccn2)c1,0.1,5,1,5,0.3,1.3,-1.0,14,-3.5,0.1,1.1
S=C(c1ccc(Br)cc1)N1CCN(Cc2ccccc2)CC1,-0.8,10,2,-3,0.0,1.2,-0.3,5,0.4,-0.7,0.3
CSCc1cc(N(C)c2ccccc2)nc(-c2ccccn2)n1,-1.8,-3,-4,-3,-6.9,-2.4,-2.2,0,-2.0,-1.5,-4.1
O=C(CCSc1ccc(Cl)cc1)N1CCCCCC1,0.8,-3,1,3,8.4,0.4,0.1,0,1.7,-0.7,3.4
Cn1cccc1/C=N/N1CCN(c2ccccn2)CC1,0.1,-5,-4,1,5.7,2.8,-0.5,-1,-2.6,-0.7,1.8

(continued)
Compound,DAX1 inh-1,NR1D1 modulator,PLC-beta3 inh,SMARCA2 act,hgDAF12 agonist,DAX1 inh-2,hcDAF-12 act,sPLA2-III inh,PG9 Ab binder,ssDAF12 agonist,FXN GAA850 act
COc1ccc(C)cc1S(=O)(=O)N(C)CC(=O)N1CCN(C)CC1,0.6,2,4,0,-1.2,-1.0,0.0,6,0.7,-1.0,-2.6
CC(=O)Nc1cc(-c2ccccc2N(C)C)cn2c(-c3cccc(C(F)(F)F)c3)cnc12,0.9,7,-288,-6,0.7,/,0.5,-49,-1.3,-0.7,0.0
FC(F)(F)COc1nc(N/N=C/c2cccnc2)nc(N2CCCCC2c2ccccn2)n1 (stereo not given),0.4,0,-2,1,-4.7,0.0,0.1,-3,0.7,-1.1,-0.1
CCC1CCCCN1C(=S)Nc1cccc(S(=O)(=O)N(C)C)c1 (stereo not given),-0.8,-7,-2,-4,-1.4,0.2,0.4,14,-1.2,-1.9,1.2
COc1ccc2c(c1)[nH]c1c(Cl)ncnc12,-0.5,0,-29,1,0.4,0.1,-1.5,2,-1.0,-2.2,1.1
CN(C)S(=O)(=O)c1cc(NC(=O)CN2CCCc3ccccc32)ccc1Cl,-0.8,-6,-14,-4,0.5,-0.1,1.6,3,-2.2,-1.0,1.3
O=C(/C=C/c1ccco1)Nc1ccc2nn(-c3ccccc3)nc2c1,1.6,2,-99,1,5.3,0.4,1.3,5,1.1,-0.4,2.5
COc1ccc(CC(=O)NCc2ccc(Cl)cc2)cc1S(=O)(=O)N1CCOCC1,-1.3,5,-4,-2,0.3,0.5,-0.4,5,-1.3,-0.3,1.6

The results go on.
Compound,DAX1 inh-1,NR1D1 modulator,PLC-beta3 inh,SMARCA2 act,hgDAF12 agonist,DAX1 inh-2,hcDAF-12 act,sPLA2-III inh,PG9 Ab binder,ssDAF12 agonist,FXN GAA850 act
OC(COc1ccccc1)CN1CCC(Cc2ccccc2)CC1 (stereo not given),0.5,8,-3,0,1.1,-0.9,-0.8,-5,-2.8,0.7,1.0
O=C(O)CNC(=S)N(Cc1ccccc1Cl)C1CCCCC1,0.7,-2,1,-2,-0.6,3.1,-1.2,5,1.8,-1.1,0.4
O=C(NC(=O)c1ccccc1O)c1ccc(C(F)(F)F)cc1,0.8,1,-3,3,2.0,/,-1.2,-2,0.4,-1.2,1.8
COc1ccc(NC(=O)CN(C)C(=O)c2ccc3ccccc3c2)cc1,0.4,-1,-1,-2,1.0,-0.5,1.8,-5,-1.7,-1.2,2.5
CCN(C(=O)c1cc2c(=O)[nH]c3ccc(C)cc3c2s1)c1ccc(F)cc1,0.0,-2,-13,-3,2.6,0.1,-2.9,1,15*,-1.8,-6.9
Cc1ccsc1C(=O)Nc1ccc(C(=O)O)cc1,0.8,-1,3,3,-0.2,0.9,1.6,4,1.3,-0.6,0.7
O=C(NC(Cc1ccccc1)C(=O)O)/C(=C\c1ccccc1)NC(=O)c1ccco1 (stereo not given),0.0,-6,-23,-2,1.9,-0.6,-0.5,2,-2.9,-1.2,-0.6
COc1ccc(-c2cnc(C(O)c3ccccc3)[nH]2)cc1 (stereo not given),4.3*,-3,-5,-1,8.4,/,6.7*,8,-2.3,-0.7,3.4

Additional compounds.
Compound,DAX1 inh-1,NR1D1 modulator,PLC-beta3 inh,SMARCA2 act,hgDAF12 agonist,DAX1 inh-2,hcDAF-12 act,sPLA2-III inh,PG9 Ab binder,ssDAF12 agonist,FXN GAA850 act
CCn1c(C(=O)OC)cc2c1ccn2-c1ccc(F)cc1,0.7,-5,-4,0,13*,2.4,1.8,-13,-1.6,0.1,7.3
Cc1cc2c(=O)n(CC(=O)NCC(=O)N3CCN(Cc4ccccc4)CC3)cnc2s1,-0.3,3,-2,1,0.5,1.6,-0.6,4,0.4,-1.1,0.5
CC1CCCC(C)N1C(=O)COC(=O)CNC(=O)c1sc2ccccc2c1Cl (stereo not given),0.1,0,-1,-1,-0.1,-2.1,4.0,7,5.8,-0.7,1.1
CCc1cc2c(SCC(=O)c3cccs3)ncnc2s1,0.3,6,-2,1,3.4,0.0,0.7,-37,-0.4,-1.1,-1.8
COc1ccc(C(=O)NNC(=O)CSc2nnc(COc3ccccc3)n2C)cc1,0.1,4,-2,-5,-0.3,0.7,-1.2,6,-3.2,-1.3,-0.7
COc1ccccc1/C=C/C(=O)c1ccc(NC(C)=O)cc1,-1.9,1,-37,-3,-2.1,-2.8,-1.4,-12,0.2,-1.8,-0.4
O=C(Nc1nnc([C@@H]2C[C@H](O)[C@@H](CO)O2)s1)c1cccc(OC(F)(F)F)c1,1.4,-5,1,2,1.5,/,-2.3,5,-0.5,-1.6,1.5
CC(=O)N1CCCC(C(=O)c2ccc3c4c(cccc24)CC3)C1 (stereo not given),-0.4,0,-108,-4,-2.3,-0.6,-0.6,-3,1.6,-1.4,2.6

Further entries:
Compound,DAX1 inh-1,NR1D1 modulator,PLC-beta3 inh,SMARCA2 act,hgDAF12 agonist,DAX1 inh-2,hcDAF-12 act,sPLA2-III inh,PG9 Ab binder,ssDAF12 agonist,FXN GAA850 act
NC(=O)CC(NC(=O)c1ccccc1)c1ccc(NCCc2cccc(F)c2)c([N+](=O)[O-])c1 (stereo not given),-0.1,8,3,-1,-1.2,-1.9,-1.7,-7,-0.1,-1.3,0.8
CCOC(=O)C1CCN(C(=O)Nc2ccc(OC)c(OC)c2)CC1,0.0,-7,-1,-4,-1.0,-0.8,-1.9,1,2.0,-1.5,-0.2
COc1ccc(NC(=O)c2sc3nc(C)nc(N4CCN(c5ccccn5)CC4)c3c2C)c(OC)c1,0.9,8,1,-1,-0.9,1.0,-0.5,3,-1.7,-1.2,-0.3
CC(=O)N(CCC1(C(C)C)CCOC(C)(C)C1)C(C)c1cccs1 (stereo not given),0.8,4,-3,-2,0.4,0.7,1.2,3,1.1,-0.4,-0.4
CCOc1ccc(N(Cc2ccc(OC)cc2)C(=O)c2ccco2)cc1,-0.6,2,-1,0,-3.9,-0.9,-1.9,-13,-1.5,-0.9,-1.1
COc1ccc(NC(=O)NNC(=O)c2cc(C3CC3)nc3ccccc23)c(OC)c1,-1.7,3,-6,-4,-2.7,-0.2,0.5,-20,0.3,-0.3,0.0
COc1ccc(NC(=O)COC(=O)CC2CCCC2)cc1,-0.6,-1,-3,-3,3.1,0.5,-1.4,0,3.6,1.2*,1.9
O=C(CCNC(=O)c1ccccc1Cl)NCCc1ccc(C(F)(F)F)cc1,-0.1,-5,-6,-4,-4.5,1.9,-1.6,4,1.4,-1.3,-0.2

More records follow:
Compound,DAX1 inh-1,NR1D1 modulator,PLC-beta3 inh,SMARCA2 act,hgDAF12 agonist,DAX1 inh-2,hcDAF-12 act,sPLA2-III inh,PG9 Ab binder,ssDAF12 agonist,FXN GAA850 act
Cc1ccc([C@@H]2C[C@H]3[C@@H](CN2S(=O)(=O)c2ccc(Cl)cc2)C(=O)C[C@@H](c2ccccc2)N3S(=O)(=O)c2ccc(C)cc2)cc1,-0.9,-3,5,-2,5.9,-0.8,-2.0,-3,1.1,-0.8,0.6
N#C/C(=C\c1cccc([N+](=O)[O-])c1)C(=O)NCc1cccnc1,-0.1,-2,-2,-2,-2.1,2.8,3.8,18,0.1,-1.1,1.8
C[C@H](CO)N1C[C@H](C)[C@@H](CN(C)C(=O)c2ccccc2)OCc2cnnn2CCCC1=O,-0.7,-4,1,-6,-4.0,0.9,-1.2,5,-2.4,-0.5,-0.7
CN(CC#CCC(c1ccccc1)c1ccccc1)C(C)(C)C,0.6,-1,0,-3,0.5,2.4,-1.8,-2,1.7,1.1*,1.9
COc1ccc(-c2cc(C(F)(F)F)nc(SCC(=O)N3CC(C)OC(C)C3)n2)cc1OC (stereo not given),0.4,1,-104,1,-1.5,0.4,-2.2,5,-1.9,-1.2,2.1
